Bioassay records as filed in PubChem.
3T3 cytotox – kills NIH 3T3 cells. hit rate 4.3% among 94,000. Potency, µM (titrated, usually from 96.7 µM), for inactives: at the top dose activity change, negative = cytotoxicity, most hits filed as inhibitors. NIH 3T3 viability, CellTiter-Glo ATP luminescence, 48-72 h. AID 1345082; further: potency means the concentration at half of the fitted maximal effect; nearly all actives have a fitted effect of over 55% in size
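Luminescent ATP readout (CellTiter-Glo, 10 min RT) after 48 or 72 hr compound exposure of NIH 3T3 cells seeded at 400 cells/well in 1536-well format; quantitative HTS.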
HEK293 tox – cytotoxic compounds in HEK 293 cells; HEK 293 viability, ATP luminescence (CellTiter-Glo), 48-72 h; Potency, µM (titrated, usually from 115 µM), inactives show at the highest dose activity change, negative = cytotoxicity, actives largely listed as inhibitors; hit rate 6.6% among 94,000; further: potency means the concentration at half of the fitted maximal effect; nearly all actives have a fitted effect of over 60% in size
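Pintool-delivered compounds were incubated with HEK 293 cells (250 cells/well) at 37 degree Celsius for 48 or 72 hr. ATP-dependent luminescence (CellTiter-Glo) then reported remaining viable cells.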
FLuc inh – Photinus pyralis luciferase inhibition; P08659; purified P. pyralis luciferase, luminescence, biochemical; Potency, µM (doses to about 115 µM), inactives show at the highest dose activity change, negative = inhibition, actives largely listed as inhibitors; hit rate 2.5% among 76,000; AID 1347043; further: potency means the concentration at half of the fitted maximal effect; nearly all actives have a fitted effect of over 65% in size
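Purified 10nM P. pyralis luciferase with 10uM D-luciferin and 10uM ATP in 50mM Tris acetate pH 7.5, 10mM Mg acetate, 0.01% Tween-20, 0.05% BSA. qHTS titration; luminescence read by CCD imager.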
SNCA viab count – reduces viability of HEK-293 SNCA reporter cells; HEK-293-SNCA-luc viability, GF-AFC fluorescence, 24 h; Potency, µM (highest dose often 57.1 µM), for inactives: top-dose activity change, negative = cytotoxicity, hits mostly cytotoxic; hit rate 0.12% among 150,000;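 further: potency means the concentration at half of the fitted maximal effect; 0% = DMSO-treated cells and -100% = medium-only wells without cells; nearly all actives have a fitted effect of over 30% in size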
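Cytotoxicity counterscreen: after 24 h compound treatment of genome-edited SNCA-luciferase HEK-293 cells, live-cell protease substrate GF-AFC read by fluorescence after 30 min; activity scaled between DMSO (0%) and medium-only (-100%), curves Hill-fitted.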
SNCA expr inh – reduces expression of the alpha-synuclein gene | hit rate 0.17% among 140,000 | Potency, µM (titrated, usually from 57.2 µM), inactives show top-dose activity change, negative = inhibition, actives largely listed as inhibitors | AID 1671194 | HEK-293 SNCA-luciferase knock-in, luminescence, 24 h;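 further: potency means the concentration at half of the fitted maximal effect; plate controls were DMSO cells for no effect and cell-free wells for full effect; nearly all actives have a fitted effect of over 45% in size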
GPT2 inhibitor – GPT2 alanine aminotransferase inhibition; Q8TD30; Recombinant GPT2, coupled pyruvate oxidase/HRP Amplex Red fluorescence; Potency, µM (highest dose often 57.7 µM), without a hit: top-dose activity change, negative = inhibition, most hits filed as inhibitors; hit rate 0.25% among 100,000; further: potency means the concentration at half of the fitted maximal effect; nearly all actives have a fitted effect of over 60% in size; many of its hits are not listed in these tables
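Fluorescence of coupled pyruvate oxidase/HRP/Amplex Red system (50uM Amplex, 30 min, dark) reports pyruvate formed by GPT2. Enzyme reaction: 10ng/uL GPT2, 2mM L-alanine, 250uM a-KG, 30 min room temperature, pH 7.5; 50uM AOA control.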
IP6K1 inhibitor – inhibitors of human IP6K1; Q92551; IP6K1 kinase, ADP-Glo luminescence, 2 h; active compounds read low; activity change, % (series mostly up to about 58 µM); hit rate 0.81% among 140,000; AID 1645851; in the data active means activity change below about -25%
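ADP-Glo luminescence measures ADP made by human IP6K1 during a 2 h RT reaction with ATP/IP6 (mix at 1.3 mM/130 uM); top library doses 57.5 and 19.1 uM final.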
Numbers without * were called inactive; i = inactive; ? = inconclusive; · = not tested or not shown; [ ] = remark or other dose. Unless noted, the call rests on the fitted dose curve; in most records, active means well fitted curve in the direction sought with a large enough effect; inconclusive means small, poorly fitted or top-dose-only effect, or another doubt; inactive means no such curve, though single readings can be large; an effect the other way counts as inactive or inconclusive. Unless noted, on the % scale 0 is the no-effect control and ±100 the full control effect. A portion of the library. The share of hits here may be higher or lower than overall.

SMILES | 3T3 cytotox | FLuc inh | IP6K1 inhibitor | SNCA viab count | GPT2 inhibitor | SNCA expr inh | HEK293 tox
CC(C)c1ccc(S(=O)(=O)N2CCCC2c2nncn2C2CCCC2)cc1 (configuration not stated) | -4% | · | 8 | 1% | i | -7% | 4%
CN1C(=O)CS(=O)(=O)C12CCNCC2 | -9% | -1% | -3 | 7% | i | 9% | -15%
Cn1cnc(C(=O)N2C[C@@H](COc3ccccc3)[C@H](C(N)=O)C2)c1 | ? | -8% | -3 | 8% | i | 2% | -31%
CC1=C(C(=O)Nc2ccccc2)C(c2cccc(C)c2)N2C(CC(=O)NCC(C)C)=CSC2=N1 (configuration not stated) | ? | -7% | -11 | -5% | i | 13% | ?
O=C(NCC1CC1)c1cn(C2CN(C(=O)NC3CCCCC3)C2)nn1 | -7% | -12% | 2 | 0% | i | -8% | -10%
COC(=O)C1=CO[C@@H](O[C@@H]2O[C@H](CO)[C@@H](O)[C@H](O)[C@H]2O)[C@@H]2C(CO)=CC[C@H]12 | · | · | 1 | 16% | i | · | ·
c1cnn(-c2ccc(-c3nc(C4CCOC4)no3)cc2)c1 (configuration not stated) | -23% | 16µM* | 6 | ? | -11% | 105%[activator] | ?
COCC1CN(C2CCC2)CC12CCN(C(=O)C1CCN(C(C)=O)CC1)CC2 (configuration not stated) | 2% | 0% | 9 | -8% | i | -9% | i
COc1ccc(C2Cn3nnc(C(=O)N4CCC(C(=O)NCCC5=CCCCC5)CC4)c3CO2)cc1 (configuration not stated) | i | -15% | 0 | 4% | i | 0% | 4%
O=c1n(-c2ccc(F)cc2F)nc2n1CCN(CC1CCCCC1)C2 | -9% | 3% | -6 | -5% | i | 26% | -25%
O=C1CC(C(=O)Nc2cccc(Cl)c2)n2ncnc2N1 (configuration not stated) | i | 1% | -8 | -2% | -4% | 16% | 16%
COc1c2c(c(C)c3c1C(=O)OC3)OC1(C)CC(O)C34OC(OC)(CC(O)C3(C)C1C2)OC4(C)C (configuration not stated) | · | · | 1 | -1%[23.9 µM] | i | · | ·
C=CCN1CC(COc2ccccc2)Oc2nc(C)ccc2C1=O (configuration not stated) | ? | · | 24 | -9%[23.9 µM] | i | -5%[25.6 µM] | -15%[57.5 µM]
C#CCN(C)Cc1nc(C2(O)CCN(CC3CC3)CC2)cs1 | i | -1%[172 µM] | 9 | 5%[87.6 µM] | i | 3%[87.6 µM] | 4%[172 µM]
O=C(NCCCc1ccccc1)C1CCCN(c2ccnc3ccnn23)C1 (configuration not stated) | ? | · | 20 | 12% | i | 5% | ?
COCCN1Cc2[nH]nc(-c3cccc(OC)c3)c2CC1=O | 100µM* | -8%[172 µM] | 16 | -6%[87.6 µM] | -2%[88.5 µM] | -9%[87.6 µM] | ?
COc1cc(N2CCN(C(C)=O)CC2)ccc1Nc1ncc(Cl)c(Nc2ccc(N3CCN(C(C)=O)CC3)cc2OC)n1 | · | · | 2 | -19% | ? | · | ·
COC[C@H]1NC(=O)CC[C@H]1C(=O)Nc1cccc(OC(F)(F)F)c1 | -23% | -1% | 2 | 4% | 3% | ? | 0%
CC(C)(C)c1ccc(C(=O)N2CCC(c3nc4ccccc4o3)CC2)cc1 | · | · | 0 | 1% | · | 23% | ·
CC(C)c1ccc(NC(=O)c2cc(S(=O)(=O)NCCC3=CCCCC3)ccc2F)cc1 | · | · | 2 | -28% | · | ? | ·

SMILES | 3T3 cytotox | FLuc inh | IP6K1 inhibitor | SNCA viab count | GPT2 inhibitor | SNCA expr inh | HEK293 tox
CC(=O)Nc1cccc(NC(=O)c2cc3c(=O)n4cccc(C)c4nc3n2C)c1 | · | · | 6 | -4% | · | 21% | ·
COc1ccccc1Nc1ccnc(N2CCC(C(=O)NCc3cccc(C(F)(F)F)c3)CC2)n1 | 32µM* | · | 26 | ? | -15% | ? | ?
CC1(c2ccccc2)N(Cc2cccnc2)C(=O)OC12CCN(Cc1ccc(F)cc1)CC2 (configuration not stated) | -23% | -1% | -8 | -20% | 0% | -17% | ?
O=C(c1ccncc1)N1CCC2(CC1)NCc1ccccc1NC2=O | -2% | · | 0 | 3% | -8% | ? | i
Cc1cccc2c(=O)cc(CSc3ccccc3NC(=O)C(C)(C)C)[nH]c12 | · | · | -15 | -11% | · | 3% | ·
CCN(CC)S(=O)(=O)c1ccc2c(c1)c(=O)c(C(=O)NCc1ccc(Cl)cc1)cn2C | · | · | 1 | -1% | · | ? | ·
Cc1ccc(-c2noc(C(C)Oc3ccccc3)n2)nn1 (configuration not stated) | 0% | ? | -16 | 1% | 4% | 31%[activator] | i
CCN1C(=O)CCN(Cc2cn(C)c3ccc(OC)cc23)CC12CCOCC2 | 32µM* | 7% | 4 | -20% | -5% | ? | ?
Cc1ccccc1C(=O)Nc1cccc(C(=O)OCc2cc(=O)n3ccsc3n2)c1 | · | · | -10 | -11% | · | 34%[activator] | ·
CCOc1ccccc1NC(=O)CN(C)S(=O)(=O)c1ccc(C(=O)N2CCOCC2)s1 | · | · | -5 | 12% | · | ? | ·
CCOc1ccc(NC(=O)N2CCC(n3c(C)nc4cccnc43)CC2)cc1 | · | · | 22 | -11% | · | 43%[activator] | ·
O=C(Cn1cccc1-c1nc(-c2ccc(F)cc2)no1)NCc1ccccc1Cl | i | 8% | -5 | 4% | 0% | -12% | 0%
Cc1nn2c(c1-c1ccccc1C(C)C)N(C(=O)C1CCOCC1)CCC2 | ? | -4%[172 µM] | 16 | 1%[87.6 µM] | -16%[88.5 µM] | 7%[87.6 µM] | ?
O=C(Cc1cccc(F)c1)Nc1ccc(-c2nnc3n2CCCC3)cc1 | -14% | 7% | -4 | 5% | i | 3% | -1%
COc1ccc(CN2C(=O)CO[C@H](c3ccc(NC(=O)COc4ccccc4)cc3)[C@H]2CO)cc1 | ? | -9% | 0 | 2% | 4% | -19% | ?
CCNC(=O)[C@@H]1C[C@H](NC(=O)c2ccccc2)CN1Cc1scnc1C | -20% | 1% | -8 | -5% | -3%[11.5 µM] | 3% | -3%
CCN(CC)C(=O)N1CCCN(S(=O)(=O)c2ccccc2)CCC(=O)NCC1 | 5% | -2% | 6 | 2% | i | -20% | -2%
COc1ccc(OC)c(NC(=O)Cn2c(=O)c3cccn3c3ccccc32)c1 | · | · | 4 | -13% | · | -2% | ·
CN(Cc1cccnc1)Cc1nc(C2(O)CCN(Cc3ccc(F)cc3)CC2)cs1 | ? | -1%[172 µM] | 3 | -3%[87.6 µM] | 1%[88.5 µM] | -18%[87.6 µM] | ?
O=C(Nc1ccccc1F)N1CC(Oc2ccc(-c3nc(-c4ccccc4)no3)cc2)C1 | -1% | ? | 8 | -17% | i | 44%[activator] | -11%

Complete entries from above:
Profile of `CCN1C(=O)CCN(Cc2cn(C)c3ccc(OC)cc23)CC12CCOCC2` : 3T3 cytotox = 32µM*; FLuc inh = 7%; IP6K1 inhibitor = 4; SNCA viab count = -20%; GPT2 inhibitor = -5%; SNCA expr inh = ?; HEK293 tox = ?
Profile of `CC(=O)Nc1cccc(NC(=O)c2cc3c(=O)n4cccc(C)c4nc3n2C)c1` : 3T3 cytotox = ·; FLuc inh = ·; IP6K1 inhibitor = 6; SNCA viab count = -4%; GPT2 inhibitor = ·; SNCA expr inh = 21%; HEK293 tox = ·

More results follow:
SMILES | 3T3 cytotox | FLuc inh | IP6K1 inhibitor | SNCA viab count | GPT2 inhibitor | SNCA expr inh | HEK293 tox
CSCCCN1CCC2(CC1)CCN(Cc1ccsc1)CC2CO (configuration not stated) | -11% | 0% | 15 | -1% | -10% | 2% | -5%
COc1ccccc1NC(=O)Nc1cccc(-c2nnc3n2CCCC3)c1 | ? | ? | -2 | 4% | -5% | 22% | ?
CC(C)c1nncn1C1CCN(S(=O)(=O)c2ccccc2Cl)CC1 | -20% | 0% | 17 | 5% | 0% | 6% | -8%
CCC(Sc1nncn2c1cc1sccc12)C(=O)Nc1cccc(OC)c1 (configuration not stated) | · | · | 18 | -24% | · | 9% | ·
CCOC(=O)c1cnc2c(C)cc(C)cc2c1Nc1ccccc1OCC | · | · | -2 | -8% | · | -2% | ·
COc1ccc(C(=O)N2CCC3(CC2)N=C(c2ccccc2)NO3)cc1OC | i | 13% | 14 | 10% | i | -6% | 7%
COc1ccc(C(=O)N2CCC(OCC3CC3)C2)cn1 (configuration not stated) | 1% | 0% | 12 | -6% | i | -6% | -8%
COc1ccc(CNC(=O)CC2CCCCN(C)C2=O)c(OC)c1 (configuration not stated) | -15% | -2% | 18 | 7% | i | -15% | 2%
COCCOC1CN(C2CCN(C(=O)c3ccc(OC)nc3)CC2)C12CCCCC2 (configuration not stated) | -16% | 2% | 31 | -4% | -14% | -6% | -29%
CCCc1cc(C(=O)N2CCC(=O)N(Cc3ccccc3)C(CC)C2)ccn1 (configuration not stated) | ? | 0% | 2 | 0% | -29% | -27% | ?
Cn1cc(-c2cc3n(n2)CCC(=O)N3CC(=O)NCc2ccc(Cl)cc2)c2ccccc21 | · | · | -1 | 3% | · | -1% | ·
OCc1cc(CC2(NC3CCC(CO)CC3)COC2)no1 (configuration not stated) | ? | -5%[172 µM] | -8 | -5%[87.6 µM] | 1%[88.5 µM] | 9%[87.6 µM] | i
CC1CCN(CC2CCCCCN2C(=O)NCc2ccc(F)cc2)CC1 (configuration not stated) | -33% | 4% | -7 | -10% | i | -6% | -23%
Cc1ccccc1C(=O)OCc1cc(=O)n2nc(-c3cccs3)sc2n1 | · | · | 2 | 2% | · | 2% | ·
Cc1cccc(OCC(=O)N2CCC(N3C(=O)CCC3C(=O)NCc3ccccc3)CC2)c1 (configuration not stated) | -23% | · | 10 | 6% | i | -3% | -17%
Cc1ccccc1Nc1c(-c2cccnc2)nc2cccc(C)n12 | · | · | -6 | ? | · | -16% | ·
COc1ccc2c(c1)CN(C(C)C)CC[C@H]1COC(=O)N21 | 5%[230 µM] | 1%[230 µM] | -2 | -14%[87.6 µM] | 2%[88.5 µM] | 20%[87.6 µM] | i
Cc1cccc(C)c1Nc1c(-c2ccc(Cl)s2)nc2ncccn12 | · | · | 28 | 26% | · | -3% | ·
O=C(NCC12CCC=C1N(CC1CC1)C(=O)CC2)c1nccc2ccccc12 (configuration not stated) | -15% | 0% | 28 | -4% | i | -12% | ?
N#Cc1ccc(CN2C[C@@H](CO)[C@H](NC(=O)c3ccccc3)C2)cc1 | -25% | 6% | 6 | -8% | -3% | -6% | ?
Cc1ccc(CN2CCCC3(COc4ccccc4C(=O)N3)C2)cc1 (configuration not stated) | ? | -1%[172 µM] | 7 | 7%[87.6 µM] | i | 2%[87.6 µM] | ?
